# High-throughput results deposited in PubChem by several laboratories.
# BoNT-F LC inh = inhibitors of Botulinum neurotoxin F light chain protease | Multiplex microsphere protease cleavage assay, flow cytometry | actives 0.22% (n = 360,000) | AID 588497 | inhibition, % at 10 µM; in the data active means inhibition above about 35%, passing the limit was not always enough; inconclusive means no clear call, values can overlap the other calls; further: plate controls were buffer without enzyme for full effect and enzyme alone for no effect
# GDH-TPI inh = GDH-TPI coupled enzyme inhibition counter-screen; GDH-TPI coupled enzyme counterscreen, NADH absorbance; inhibition, % at 4.8 µM; actives 1.2% (n = 360,000);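 further: 0% = DMSO wells and 100% = wells lacking the enzyme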
# Mtb FBA inh = inhibitors of M. tuberculosis fructose-bisphosphate aldolase. P9WQA3. purified M. tuberculosis FBA, fluorescence read-out. inhibition, % at 1 µM. actives 2.3% (n = 360,000). AID 588726; in the data active means inhibition above about 27%;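 further: 0% = vehicle and 100% = reference inhibitor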
# Target sequence (P9WQA3 whole entry, looked up): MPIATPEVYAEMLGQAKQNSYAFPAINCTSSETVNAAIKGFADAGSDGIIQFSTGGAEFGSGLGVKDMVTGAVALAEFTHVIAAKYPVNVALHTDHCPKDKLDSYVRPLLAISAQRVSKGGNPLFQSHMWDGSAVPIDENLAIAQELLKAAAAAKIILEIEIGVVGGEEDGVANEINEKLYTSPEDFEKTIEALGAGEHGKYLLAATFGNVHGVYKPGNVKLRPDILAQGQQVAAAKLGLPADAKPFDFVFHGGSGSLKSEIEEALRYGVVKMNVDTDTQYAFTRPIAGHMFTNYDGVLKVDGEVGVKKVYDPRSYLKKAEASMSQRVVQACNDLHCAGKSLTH
# Mtb UGM inh = inhibitors of M. tuberculosis UDP-galactopyranose mutase; inhibition, % at 10 µM; actives 0.06% (n = 320,000); P9WIQ1; purified UGM, fluorescence polarization probe displacement; in the data active means inhibition above about 10%, passing the limit was not always enough; inconclusive means no clear call, values can overlap the other calls
# Target sequence (P9WIQ1 whole entry, looked up): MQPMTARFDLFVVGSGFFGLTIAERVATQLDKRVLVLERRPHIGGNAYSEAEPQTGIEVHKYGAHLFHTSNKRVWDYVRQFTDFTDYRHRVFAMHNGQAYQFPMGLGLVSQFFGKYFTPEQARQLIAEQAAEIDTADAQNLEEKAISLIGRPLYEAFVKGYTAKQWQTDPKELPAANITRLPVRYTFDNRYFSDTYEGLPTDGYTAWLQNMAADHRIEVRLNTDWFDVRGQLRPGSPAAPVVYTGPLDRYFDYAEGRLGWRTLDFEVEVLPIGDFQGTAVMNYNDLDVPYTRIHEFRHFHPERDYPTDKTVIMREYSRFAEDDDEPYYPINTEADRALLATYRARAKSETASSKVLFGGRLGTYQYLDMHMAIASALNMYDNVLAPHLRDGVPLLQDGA
# PrPC surface inh = reduces human prion protein on the cell surface; inhibition, % at 13.8 µM; actives 0.43% (n = 370,000); P04156; cell surface PrPC, TR-FRET read-out; in the data active means inhibition above about 24%; further: 0% = median of the test wells and 100% = reference compound wells
# FadD28 FP inh = blocks FadD28 binding to the bisubstrate probe | fluorescence polarization | inhibition, % at 12.5 µM | actives 0.22% (n = 360,000) | AID 588549; in the data active means inhibition above about 8.5%, passing the limit was not always enough; inconclusive means no clear call, values can overlap the other calls
# CCHFV vOTU inh = CCHFV vOTU protease inhibition; AID 651958; inhibition, % at 11.5 µM; actives 0.55% (n = 370,000); Pep-AMC fluorescence; further: 0% = vehicle wells with enzyme and 100% = no enzyme wells
# BoNT A protease = BoNT A light chain protease inhibition | multiplex microsphere protease substrate cleavage, flow cytometry | inhibition, % at 10 µM | actives 0.17% (n = 360,000); in the data active means inhibition above about 30%; inconclusive means no clear call, values can overlap the other calls; further: plate controls were buffer without enzyme for full effect and enzyme alone for no effect
# BioA inh = inhibitors of Mycobacterium tuberculosis BioA enzyme; inhibition, % at 9.99 µM; purified M. tuberculosis BioA enzyme, plate reader; actives 0.096% (n = 360,000); AID 602481; in the data active means inhibition above about 40%; inconclusive means no clear call, values can overlap the other calls
# * hit, by the source's call; ? = inconclusive; . = no result given. Unless noted, no stated cut-off is given here; in the data, active means inhibition above about 30%; inactive means the rest. Random draw from the library, and some 4.8% of all compounds hit somewhere here.
SMILES,BoNT-F LC inh,GDH-TPI inh,Mtb FBA inh,Mtb UGM inh,PrPC surface inh,FadD28 FP inh,CCHFV vOTU inh,BoNT A protease,BioA inh
Cc1onc(-c2ccccc2Cl)c1C(=O)Nc1nn[nH]n1,-9.0,1.8,2.0,-3.5,7.7,-0.6,-18.4,0.3,-1.9
O=C(Nc1cccc(-c2nc3ncccc3o2)c1)c1ccco1,9.1,-2.2,-1.0,4.2,1.4,0.1,8.3,0.3,1.7
CCOC(=O)C1=C(CSc2nc3c(cc2C#N)CN(C)CC3)OC(N)=C(C#N)C1c1ccncc1 (configuration not stated),-7.7,0.7,-0.4,5.9,-5.1,-2.2,1.2,3.2,-10.7
Cn1c(=O)[nH]c2c(nc(-c3ccc(Cl)cc3)n2C)c1=O,-9.2,-4.0,28.4*,-0.3,14.7,-0.9,-8.5,-2.1,-2.1
COC(=O)C(NS(=O)(=O)c1ccc(N2CCCC2=O)cc1)c1ccccc1 (configuration not stated),-3.8,2.4,-1.0,-0.2,-0.4,-3.9,-4.4,2.8,0.7
CCCCn1nc(C(=O)NCC(=O)Nc2c(C)cccc2C)c2ccccc2c1=O,-1.6,-0.9,3.8,1.8,2.6,0.3,2.9,0.1,-1.1
COCCN(CC(=O)Nc1cccc(C)c1C)C(=O)c1ccc(S(=O)(=O)N2CCOCC2)cc1,1.6,-4.3,-1.0,.,-0.8,-0.5,-0.9,2.5,-1.0
O=C(CSc1ccccc1)Nc1ccc2sccc2c1,9.6,-5.1,-0.6,-0.8,7.4,-3.2,15.7,2.8,-0.8
COc1ccc(NC(=O)C[C@H]2C(=O)N(CCc3ccccc3)C[C@@H]2Cc2ccccc2)cc1,0.9,5.2,-0.5,.,-0.6,-0.6,-1.1,-0.2,1.5
C=CCN1C(=O)C(Cc2ccc(OC)cc2)S/C1=N\N=C\c1cccs1 (configuration not stated),-6.3,21.3,-2.9,-3.7,1.9,0.2,-4.2,-0.9,-0.3
CCOc1ccc(NC(=O)c2cccnc2Cl)c([N+](=O)[O-])c1,-10.1,-5.2,1.3,.,-38.5,-7.2,11.3,-0.7,1.1
CCCCNC(=S)NNC(=O)c1csc(C(C)C)c1,15.9,1.7,0.3,1.1,7.2,0.8,-4.4,4.0,-0.3
NC(N)=NS(=O)(=O)c1ccc(NC(=S)NC(=O)c2ccc(Br)cc2)cc1,-0.2,-1.6,-1.3,1.2,-0.2,-1.7,-3.1,0.2,.
O=C(CSc1ccc([N+](=O)[O-])cc1)OCC(=O)N1CCCC1=O,2.1,29.5,0.8,3.2,-3.3,-3.0,12.4,1.2,0.3
Cc1ccc(S(=O)(=O)N2CCOCC2)cc1NC(=O)COC(=O)c1ccc(Br)o1,-4.1,4.0,0.5,.,0.7,1.2,-2.8,-0.5,0.8
COc1ccc(CNC(=O)CN(C)S(=O)(=O)c2ccc(Br)s2)cc1,2.0,-5.2,-4.0,0.5,-0.7,-4.1,15.9,-2.5,-2.0
Cc1cc(=O)oc2cc(OC(C)C(=O)NC3CCN(Cc4ccccc4)CC3)ccc12 (configuration not stated),-2.6,12.2,16.3,-0.3,-6.5,-0.4,-2.0,-0.9,-4.9
CCCCNC(=O)C1c2ccccc2OCC(=O)N1Cc1ccco1 (configuration not stated),-4.8,.,.,.,-5.1,.,-5.9,-0.7,.
O=C(C[n+]1ccccc1)Nc1ccccc1Br,8.5,7.6,4.5,3.3,5.5,-0.3,14.0,0.2,.
CCOC(=O)C1(CCc2ccccc2)CCN(C2Cc3ccccc3C2)CC1,-1.6,-3.5,-5.0,0.7,-1.0,-2.8,1.4,-0.7,-1.4

# By substructure, those above with a halogen.
SMILES,BoNT-F LC inh,GDH-TPI inh,Mtb FBA inh,Mtb UGM inh,PrPC surface inh,FadD28 FP inh,CCHFV vOTU inh,BoNT A protease,BioA inh
Cc1onc(-c2ccccc2Cl)c1C(=O)Nc1nn[nH]n1,-9.0,1.8,2.0,-3.5,7.7,-0.6,-18.4,0.3,-1.9
Cn1c(=O)[nH]c2c(nc(-c3ccc(Cl)cc3)n2C)c1=O,-9.2,-4.0,28.4*,-0.3,14.7,-0.9,-8.5,-2.1,-2.1
CCOc1ccc(NC(=O)c2cccnc2Cl)c([N+](=O)[O-])c1,-10.1,-5.2,1.3,.,-38.5,-7.2,11.3,-0.7,1.1
NC(N)=NS(=O)(=O)c1ccc(NC(=S)NC(=O)c2ccc(Br)cc2)cc1,-0.2,-1.6,-1.3,1.2,-0.2,-1.7,-3.1,0.2,.
Cc1ccc(S(=O)(=O)N2CCOCC2)cc1NC(=O)COC(=O)c1ccc(Br)o1,-4.1,4.0,0.5,.,0.7,1.2,-2.8,-0.5,0.8
COc1ccc(CNC(=O)CN(C)S(=O)(=O)c2ccc(Br)s2)cc1,2.0,-5.2,-4.0,0.5,-0.7,-4.1,15.9,-2.5,-2.0
O=C(C[n+]1ccccc1)Nc1ccccc1Br,8.5,7.6,4.5,3.3,5.5,-0.3,14.0,0.2,.

# Continuation:
SMILES,BoNT-F LC inh,GDH-TPI inh,Mtb FBA inh,Mtb UGM inh,PrPC surface inh,FadD28 FP inh,CCHFV vOTU inh,BoNT A protease,BioA inh
O=C(NC(=S)NNC(=O)c1ccco1)c1ccccc1,?,19.6,2.5,1.3,-3.3,-1.0,10.8,0.6,-0.7
Cn1nnc2c[n+](CC(=O)c3ccc4ccccc4c3)cc(Br)c21,9.5,-3.1,1.5,-0.5,3.1,0.5,5.7,-5.1,-2.1
O=C(CNC(=O)c1cccs1)OCc1ccc(Br)cc1,-4.3,9.8,1.3,-1.5,-2.7,-3.7,-4.5,3.5,3.8
Cc1ccc([N+](=O)[O-])c2cccnc12,2.3,-0.9,-10.1,0.4,2.8,-4.5,-0.2,0.4,0.5
COc1ccc(CCNC(=O)CCn2c(=O)c3cccn3c3ccc(F)cc32)c(OC)c1OC,-0.5,6.9,1.8,-2.2,4.3,-3.1,0.4,1.3,-0.4
Cc1cc(Cl)c(S(=O)(=O)N2CCCCCC2)cc1OCC(N)=O,-8.0,1.2,0.0,1.7,8.0,-0.8,6.4,-0.3,2.0
O=C(CCC1CCCN(C(=O)CCC(F)(F)F)C1)NCc1ccc(F)c(F)c1 (configuration not stated),-3.4,-2.2,-2.3,-1.3,-1.0,-3.5,4.3,-0.4,0.4
COc1nc(Cl)cn(-c2ccc(C)cc2)c1=O,-1.4,4.1,-2.7,-0.2,-12.9,-2.9,-18.6,-0.5,.
Cc1ccc(CNC(=O)CCNS(=O)(=O)c2cccc3nonc23)cc1,3.8,1.6,5.2,-2.0,-23.6,0.7,-7.3,1.1,0.2
C/C(=N\NC(=O)c1ccc(CSc2nncn2C)cc1)c1cccs1,-3.6,4.4,-2.6,3.1,4.8,-0.1,8.9,-0.3,.
COc1ccc(OC)c(S(=O)(=O)n2cnc3cc(C)c(C)cc32)c1,-10.4,6.6,-1.4,0.0,4.0,-2.4,-7.3,0.8,-0.3
Cc1cc(OC(C)C(=O)NCCN2CCOCC2)c2c(C)c(C)c(=O)oc2c1 (configuration not stated),8.3,7.7,51.1*,0.0,-12.2,-0.3,-13.9,1.4,-1.2
CC(=O)c1ccc(OCc2cc(C(=O)NCCn3nc(C)cc3C)no2)cc1,27.7,-8.2,0.9,1.5,0.7,0.6,6.5,14.5,0.9
Cc1cc(C)n2nc(SCc3nnc(SCc4ccccc4Cl)s3)nc2n1,-7.9,6.2,-1.2,0.9,1.4,0.4,-15.0,-1.0,-0.6
COc1ccc(CC(=O)OCC(=O)N2N=C(c3ccccc3)CC2c2ccc(OC)cc2)cc1 (configuration not stated),-4.8,0.0,-5.2,-2.5,0.0,-6.0,-1.3,-0.4,-1.9
O=c1c2ccccc2nc(N2CCCC2)n1-c1ccc(Cl)cc1,-0.6,8.9,26.7,0.6,4.6,-3.0,-22.1,0.7,12.3
CC(=C/C(=O)O)/C=C/c1ccc([N+](=O)[O-])cc1,-15.6,11.1,-2.9,-0.1,-17.5,-0.3,21.0,-0.8,.
COc1ccc(CN2CCC(=O)N([C@H](CO)CC(C)C)CC2)cc1OC,6.0,3.9,4.8,-1.8,7.9,-0.9,7.0,0.4,-3.8
Cc1cccc(OCCCC(=O)NCc2ccco2)c1,-1.4,8.7,2.2,0.6,.,-0.5,.,?,.
CCOc1ccc(NC(=O)CN2C(=O)COc3ccccc32)cc1,-0.8,3.5,-0.4,-0.3,2.0,0.3,-12.1,-3.0,-2.2
COc1cccc(CNc2nnnn2C)c1OC,25.7,-3.9,4.2,-0.9,-6.5,-0.4,-13.2,0.3,0.3
Cc1ccc(C(=O)Nc2nc(N)n(-c3ccccc3)n2)cc1,-5.4,0.0,4.6,-1.9,-3.6,-2.5,-14.1,0.4,-0.5
Cc1n[nH]c(=O)nc1Nc1ccc(O)cc1,2.3,2.7,0.3,-0.8,2.1,-0.1,-1.4,-0.2,0.0
COC(=O)CNC(=O)CSc1nnc2cc(C)c3ccccc3n12,-1.4,10.0,3.5,0.0,-5.5,-2.4,19.7,-0.8,0.3
COc1cc(NC(=O)c2cc([N+](=O)[O-])ccc2NC(=O)CNCc2ccccn2)cc(OC)c1,-21.6,1.5,-4.4,-1.3,-13.9,-2.9,22.0,-6.7,0.0
Cc1ccnc(NC(=O)c2ccc(COc3c(F)c(F)cc(F)c3F)o2)c1,?,-1.9,-0.2,1.5,-3.7,-0.4,0.0,0.3,-1.6
O=C1c2ccccc2C(=O)N1CCSc1nncs1,-4.3,-1.6,1.9,-3.0,11.9,-0.6,4.1,0.4,4.6
CC(C)(C)OC(=O)NC1CC2CCCC(C1)N2Cc1ccccc1 (configuration not stated),-7.3,6.5,2.1,.,-3.2,1.2,-7.6,-3.1,-2.1
CCN1C(=O)C(CC(=O)Nc2ccc(C)cc2C)Nc2cc(S(=O)(=O)N(C)C)ccc21 (configuration not stated),-2.8,11.5,0.4,4.2,1.3,-1.5,-6.0,0.1,.
O=C(/C=C/[C@H]1O[C@@H](n2ccc(=O)[nH]c2=O)[C@H](O)[C@@H]1O)NCc1ccccc1,3.5,.,1.3,.,-4.4,-1.8,0.8,-0.1,0.2
CC(=O)Nc1nc(-c2ccc([N+](=O)[O-])cc2)cs1,1.6,7.3,-2.2,-2.1,-31.7,-3.2,0.9,0.4,.
c1ccc(C(OCCN2CCNCC2)c2ccccc2)cc1,-3.7,-10.6,-10.7,0.1,-7.4,-3.7,3.3,-0.6,0.0
O=C(c1ccco1)N1CCc2[nH]nc(-c3ccccc3)c2C1,6.1,9.5,2.1,0.6,-0.5,-5.1,5.8,0.8,2.5
Cc1cc([N+](=O)[O-])c(=O)[nH]c1C,0.4,9.6,-1.9,.,-19.8,-0.8,-7.2,1.2,-0.5
CCN(C(=O)CSc1nnc(C)n1-c1ccc(C)cc1)c1c(N)n(Cc2ccccc2)c(=O)[nH]c1=O,0.1,2.2,1.4,.,-1.9,-2.8,-2.8,-0.1,-2.2

# Pulled one by one from the list above (two):
SMILES,BoNT-F LC inh,GDH-TPI inh,Mtb FBA inh,Mtb UGM inh,PrPC surface inh,FadD28 FP inh,CCHFV vOTU inh,BoNT A protease,BioA inh
CCN1C(=O)C(CC(=O)Nc2ccc(C)cc2C)Nc2cc(S(=O)(=O)N(C)C)ccc21 (configuration not stated),-2.8,11.5,0.4,4.2,1.3,-1.5,-6.0,0.1,.
COc1ccc(NC(=O)C[C@H]2C(=O)N(CCc3ccccc3)C[C@@H]2Cc2ccccc2)cc1,0.9,5.2,-0.5,.,-0.6,-0.6,-1.1,-0.2,1.5
